BioA inh: BioA (M. tuberculosis) enzyme inhibition; purified M. tuberculosis BioA enzyme, plate reader; 0.096% of 360,000 active; inhibition, % at 9.99 µM; in the data active means inhibition above about 40%
Numbers without * were called inactive. An excerpt, so the mix of outcomes need not match the whole.

Results for O=C(C[C@H]1C=C[C@H](NC(=O)CN2CCOCC2)[C@H](CO)O1)NC1CCC1 ?
BioA inh: 2.9

What do the screens show for `C[C@@H]1CN([C@@H](C)CO)C(=O)c2cc(NC(=O)Cc3ccccc3)ccc2O[C@@H](C)CCCCO[C@@H]1CN(C)Cc1ccc(C(=O)O)cc1`?
BioA inh: 0.5

Results for CO[C@H]1CC[C@H]2CCOc3ccc(C#N)cc3C(=O)N(C)CC3(CCCCC3)CC(=O)N(C)C[C@H]1O2 ?
BioA inh: -1.4

How did CCCNC(=O)Nc1ccc2c(c1)OC[C@@H](C)N(CCC(F)(F)F)C[C@H](C)[C@@H](OC)CN(C)C2=O do in these assays?
BioA inh: 0.3

What do the screens show for `CC(=O)N1[C@H](CO)[C@@H](c2ccccc2)[C@@H]1CN(CC(C)C)C(=O)c1ccccn1`?
BioA inh: 2.5

Results for CO[C@H](C(=O)N(C)C[C@@H]1OCc2ccccc2-c2ccccc2C(=O)N([C@H](C)CO)C[C@H]1C)c1ccccc1 ?
BioA inh: 1.4

Results for CCNC(=O)C[C@@H]1CC[C@H]2[C@@H](COc3ccc(NC(=O)NC(C)C)cc3C(=O)N2C)O1 ?
BioA inh: 0.4

How did CN1C(=O)c2cc(NC(=O)c3ccc(F)c(F)c3)ccc2OC[C@H]2O[C@@H](CC(=O)N3CCCCC3)CC[C@@H]21 do in these assays?
BioA inh: 1.1

How did CCCNC(=O)C[C@@H]1C[C@H]2c3cc(NC(=O)Nc4ccccc4F)ccc3O[C@H]2[C@@H](CO)O1 do in these assays?
BioA inh: 1.1

Results for C/C=C/c1ccc2c(c1)O[C@H](CN(C)Cc1ccccc1)[C@H](C)CN([C@H](C)CO)S2(=O)=O ?
BioA inh: 1.8

Results for CC(=O)N(C)C[C@H]1Oc2cc(-c3ccccc3F)ccc2S(=O)(=O)N([C@H](C)CO)C[C@@H]1C ?
BioA inh: 0.4

Results for CNC[C@@H]1Oc2ccc(NS(=O)(=O)c3ccc(OC)cc3)cc2CC(=O)N([C@@H](C)CO)C[C@H]1C ?
BioA inh: 0.8

How did C[C@@H](NC(=O)C[C@H]1CC[C@@H](NC(=O)Nc2ccc3c(c2)OCO3)[C@@H](CO)O1)c1ccccc1 do in these assays?
BioA inh: 2.4

Results for COc1ccc(NC(=O)Nc2ccc3c(c2)CC(=O)N([C@@H](C)CO)C[C@@H](C)[C@H](CN(C)Cc2ccncc2)O3)cc1 ?
BioA inh: -0.3

What do the screens show for `CC=Cc1ccc2n(c1=O)C[C@@H]1[C@@H](CO)[C@H](C(=O)O)[C@H]2N1S(=O)(=O)c1ccccc1F` (mixture of isomers)?
BioA inh: -2.6

How did C[C@H]1CN([C@@H](C)CO)C(=O)c2cc(NC(=O)Nc3ccc(C(F)(F)F)cc3)ccc2O[C@@H]1CN(C)C(=O)Nc1ccccc1 do in these assays?
BioA inh: -3.5

Results for COCCNC(=O)C[C@H]1C[C@@H]2c3cc(N(C)C)ccc3O[C@@H]2[C@H](CO)O1 ?
BioA inh: -4.0

Results for O=C(Nc1ccccc1)N[C@H]1CC[C@H](CCNC(=O)c2ccccc2F)O[C@@H]1CO ?
BioA inh: -3.5

What do the screens show for `CC(C)NC(=O)N1[C@H](C#N)[C@@H](c2ccc(C#CC3CCCC3)cc2)[C@@H]1CO`?
BioA inh: -7.0

What do the screens show for `O=C(Nc1ccccc1)[C@H]1[C@H](CO)[C@H]2Cn3c(cccc3=O)[C@@H]1N2Cc1ccncc1`?
BioA inh: -2.9

How did O=C(NCc1ccccc1)[C@@H]1[C@@H](CO)[C@@H]2Cn3c(cccc3=O)[C@H]1N2Cc1cccnc1 do in these assays?
BioA inh: 0.1

Results for COc1ccccc1-c1cnc2c(c1)C(=O)N([C@@H](C)CO)C[C@@H](C)[C@H](CN(C)C(=O)c1ccccc1)O2 ?
BioA inh: -1.5

How did C[C@H](CO)N1C[C@H](C)[C@@H](CN(C)C(=O)CN(C)C)Oc2cc(Br)ccc2S1(=O)=O do in these assays?
BioA inh: -0.7

Results for CN(C)CC(=O)N1[C@@H]2c3ccc(-c4cccnc4)c(=O)n3C[C@H]1[C@H](CO)[C@H]2C(=O)NC1CCC1 ?
BioA inh: 0.5

What do the screens show for `CC=Cc1ccc2n(c1=O)C[C@@H]1[C@@H](CO)[C@H](C(=O)NCC)[C@H]2N1Cc1ccccc1` (mixture of isomers)?
BioA inh: -0.6

Results for Cc1ccc(S(=O)(=O)Nc2cccc3c2O[C@@H](CN(C)C(=O)Nc2c(C)noc2C)[C@@H](C)CN([C@@H](C)CO)C3=O)cc1 ?
BioA inh: -1.1

What do the screens show for `Cc1ccccc1S(=O)(=O)N1CC[C@@H]2[C@H]1c1cc(-c3cccc(C#N)c3)ccc1N(C)[C@H]2CO`?
BioA inh: -0.3

Results for CC(C)NC(=O)Nc1cccc2c1O[C@@H](CN(C)S(=O)(=O)c1ccc(Cl)cc1)[C@@H](C)CN([C@H](C)CO)C2=O ?
BioA inh: -1.4

Results for O=C(C1CC1)N1C[C@H]2[C@@H](c3ccccc31)[C@H](CO)N2C(=O)Nc1cccc(F)c1 ?
BioA inh: 2.2

How did C[C@H](CO)N1C[C@H](C)[C@@H](CN(C)Cc2ccc(Cl)c(Cl)c2)Oc2ccc(NC(=O)C3CC3)cc2CC1=O do in these assays?
BioA inh: 1.8

Results for COc1cccc(S(=O)(=O)N[C@H]2CC[C@H](CCN)O[C@@H]2CO)c1 ?
BioA inh: -0.2

Results for CCCNC(=O)Nc1ccc2c(c1)C(=O)N(C)C[C@H](OC)[C@@H](C)CN(C(=O)C1CCCCC1)[C@@H](C)CO2 ?
BioA inh: -1.2

Results for COCC(=O)N(C)C[C@@H]1Oc2cc(C#C[C@H](C)O)ccc2S(=O)(=O)N([C@H](C)CO)C[C@H]1C ?
BioA inh: -4.6

How did O=S(=O)(c1ccccc1F)N1CCCCN2[C@H](C1)[C@@H](c1ccc(-c3cccnc3)cc1)[C@@H]2CO do in these assays?
BioA inh: 15.5

What do the screens show for `Cc1noc(C)c1NC(=O)Nc1ccc2c(c1)C(=O)N([C@H](C)CO)C[C@H](C)[C@@H](CN(C)Cc1ccc(C(F)(F)F)cc1)O2`?
BioA inh: 11.5

Results for COc1ccc(NC(=O)N(C)C[C@H]2OCCCC[C@H](C)Oc3ccc(NS(=O)(=O)c4ccc(Cl)cc4)cc3C(=O)N([C@@H](C)CO)C[C@H]2C)cc1 ?
BioA inh: -2.1

What do the screens show for `C[C@H](CO)N1C[C@H](C)[C@H](CN(C)S(=O)(=O)c2ccccc2)Oc2c(NS(=O)(=O)c3cccs3)cccc2C1=O`?
BioA inh: -2.0

What do the screens show for `CO[C@@H]1CN(C)C(=O)c2cc(NC(=O)Nc3ccccc3F)ccc2OC[C@H](C)N(CC2CC2)C[C@H]1C`?
BioA inh: 0.1

What do the screens show for `CCC(=O)N(C)C[C@H]1Oc2cc(C#CC3CCCCC3)ccc2S(=O)(=O)N([C@@H](C)CO)C[C@@H]1C`?
BioA inh: -0.5

How did C[C@@H]1CN([C@H](C)CO)S(=O)(=O)c2ccc(-c3cccnc3)cc2O[C@H]1CN(C)C do in these assays?
BioA inh: 1.3

How did O=C(C[C@H]1C[C@H]2c3cc(NC(=O)CC4CC4)ccc3O[C@H]2[C@H](CO)O1)NCc1cccc(F)c1 do in these assays?
BioA inh: 0.6

Results for COc1ccc(S(=O)(=O)N(C)C[C@@H]2Oc3c(NC(=O)C4CC4)cccc3C(=O)N([C@@H](C)CO)C[C@@H]2C)cc1 ?
BioA inh: 6.9

What do the screens show for `COC(=O)C[C@H]1C[C@@H]2c3cc(NC(=O)Cc4ccncc4)ccc3O[C@@H]2[C@@H](CO)O1`?
BioA inh: -0.7

What do the screens show for `C[C@@H]1CCCCO[C@H](CN(C)Cc2ccncc2)[C@H](C)CN([C@@H](C)CO)C(=O)c2cc(N(C)C)ccc2O1`?
BioA inh: 0.4

Results for CCC(=O)N1C[C@H](C)[C@H](OC)CN(C)C(=O)c2cc(NC(=O)Nc3ccccc3)ccc2OC[C@@H]1C ?
BioA inh: 0.7

What do the screens show for `C[C@H](CO)N1C[C@H](C)[C@@H](CN(C)Cc2ccncc2)Oc2ccc(NC(=O)Nc3ccc(C(F)(F)F)cc3)cc2CC1=O`?
BioA inh: 2.8

Results for C[C@@H](O)C#Cc1ccc([C@H]2[C@H](CO)N3CCCCN(CC4CC4)C[C@@H]23)cc1 ?
BioA inh: -2.4

What do the screens show for `Cc1noc(C)c1NC(=O)Nc1ccc2c(c1)C(=O)N([C@@H](C)CO)C[C@H](C)[C@@H](CN(C)C(=O)Nc1c(C)noc1C)OCCCC[C@H](C)O2`?
BioA inh: -0.8

How did COc1ccc(NC(=O)Nc2ccc3c(c2)[C@H]2C[C@@H](CC(=O)N(C)C)O[C@H](CO)[C@H]2O3)cc1 do in these assays?
BioA inh: 1.9

How did C[C@H]1CN([C@@H](C)CO)C(=O)c2ccccc2-c2ccccc2CO[C@H]1CN(C)C(=O)[C@@H](Cc1ccccc1)N(C)C do in these assays?
BioA inh: 1.2

What do the screens show for `Cc1ccc(S(=O)(=O)N(C)C[C@@H]2Oc3ncc(-c4ccncc4)cc3C(=O)N([C@@H](C)CO)C[C@@H]2C)cc1`?
BioA inh: 0.1

Results for CC=Cc1ccc2n(c1=O)C[C@H]1[C@H](CO)[C@@H](C(=O)NCCC)[C@@H]2N1CCC(F)(F)F (mixture of isomers) ?
BioA inh: -0.3

Results for C[C@@H]1CN([C@@H](C)CO)C(=O)c2cc(NC(=O)Nc3ccccc3)ccc2O[C@@H](C)CCCCO[C@@H]1CN(C)S(=O)(=O)c1cccs1 ?
BioA inh: 0.1

What do the screens show for `O=C(C[C@H]1CC[C@@H](NC(=O)Nc2ccc(C(F)(F)F)cc2)[C@H](CO)O1)NCc1cccc(F)c1`?
BioA inh: 4.1

Results for CO[C@H]1CN(C)C(=O)c2ccc(NC(=O)C3CCCC3)cc2OC[C@@H](C)N(C(=O)CC2CC2)C[C@H]1C ?
BioA inh: -0.8

Results for CO[C@H]1CN(C)C(=O)c2cc(NC(=O)CC(F)(F)F)ccc2OC[C@H](C)N(CCC(F)(F)F)C[C@@H]1C ?
BioA inh: -1.9

How did COCC(=O)N(C)C[C@H]1Oc2ncc(C3=CCCCC3)cc2C(=O)N([C@@H](C)CO)C[C@H]1C do in these assays?
BioA inh: -2.5

How did COc1ccc(NC(=O)N(C)C[C@H]2Oc3c(NS(C)(=O)=O)cccc3C(=O)N([C@@H](C)CO)C[C@H]2C)cc1 do in these assays?
BioA inh: -1.4

Results for C[C@@H]1CCCCO[C@@H](CN(C)S(=O)(=O)c2ccccc2)[C@H](C)CN([C@@H](C)CO)C(=O)c2cc(NS(=O)(=O)c3ccc(Cl)cc3)ccc2O1 ?
BioA inh: -2.6

What do the screens show for `C/C=C/c1cnc2c(c1)C(=O)N([C@@H](C)CO)C[C@@H](C)[C@H](CN(C)Cc1ccc3c(c1)OCO3)O2`?
BioA inh: -0.8

Five compounds already listed, arranged by molecular weight, ascending.
Results for CC=Cc1ccc2n(c1=O)C[C@H]1[C@H](CO)[C@@H](C(=O)NCCC)[C@@H]2N1CCC(F)(F)F (mixture of isomers) ?
BioA inh: -0.3

How did COCC(=O)N(C)C[C@H]1Oc2ncc(C3=CCCCC3)cc2C(=O)N([C@@H](C)CO)C[C@H]1C do in these assays?
BioA inh: -2.5

What do the screens show for `C/C=C/c1cnc2c(c1)C(=O)N([C@@H](C)CO)C[C@@H](C)[C@H](CN(C)Cc1ccc3c(c1)OCO3)O2`?
BioA inh: -0.8

What do the screens show for `O=C(C[C@H]1CC[C@@H](NC(=O)Nc2ccc(C(F)(F)F)cc2)[C@H](CO)O1)NCc1cccc(F)c1`?
BioA inh: 4.1

Results for CO[C@H]1CN(C)C(=O)c2ccc(NC(=O)C3CCCC3)cc2OC[C@@H](C)N(C(=O)CC2CC2)C[C@H]1C ?
BioA inh: -0.8

Returning to the listing with the 2 entries that preceded the break.
Results for C[C@@H]1CCCCO[C@@H](CN(C)S(=O)(=O)c2ccccc2)[C@H](C)CN([C@@H](C)CO)C(=O)c2cc(NS(=O)(=O)c3ccc(Cl)cc3)ccc2O1 ?
BioA inh: -2.6

What do the screens show for `C/C=C/c1cnc2c(c1)C(=O)N([C@@H](C)CO)C[C@@H](C)[C@H](CN(C)Cc1ccc3c(c1)OCO3)O2`?
BioA inh: -0.8

What do the screens show for `C[C@@H](NC(=O)C[C@H]1CC[C@H]2[C@@H](COc3ccc(NC(=O)C4CCOCC4)cc3C(=O)N2C)O1)c1ccccc1`?
BioA inh: -2.6

What do the screens show for `CN1[C@@H](CO)[C@@H]2c3ccccc3N(C(=O)Nc3ccccc3F)C[C@@H]21`?
BioA inh: 2.9

What do the screens show for `C[C@H]1CN([C@@H](C)CO)C(=O)Cc2cc(N(C)C)ccc2O[C@H]1CN(C)Cc1ccc(Oc2ccccc2)cc1`?
BioA inh: -2.6

What do the screens show for `COCC(=O)Nc1ccc2c(c1)C(=O)N(C)[C@@H]1CC[C@@H](CC(=O)NCc3ccccc3Cl)O[C@H]1CO2`?
BioA inh: -0.3

What do the screens show for `COc1ccc(S(=O)(=O)Nc2ccc3c(c2)C(=O)N([C@H](C)CO)C[C@@H](C)[C@@H](CN(C)C(=O)c2ccncc2)OCCCC[C@@H](C)O3)cc1`?
BioA inh: -1.5

How did O=C(N[C@H]1CC[C@H](CCNC(=O)C2CC2)O[C@H]1CO)c1ccccn1 do in these assays?
BioA inh: 1.9

Screening results from PubChem BioAssay.
